Nrf2 block: blocks Nrf2 signaling | A549 ARE-Fluc reporter, luciferase luminescence, 18-24 h | Potency, µM (highest dose often 46 µM), for the others: at the top dose activity change, negative = inhibition, most hits filed as inhibitors | actives 2.1% (n = 360,000); note: potency is the fitted concentration of half-maximal effect; % is set by controls: 0 for no effect and ±100 for the full control effect; nearly all actives have a fitted effect of over 60% in size
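A549 ARE_Fluc cells (5000/well, 5% FBS OPTI-MEM) pre-incubated 2 h, then treated with compounds 18-24 h at 37C/5% CO2 in concentration-response. CellTiter-Fluor viability read first; BugLite luciferase luminescence after 15 min at room temperature gives Nrf2 activity.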
Nrf2 activator: Nrf2 pathway activation. AREc32 ARE-luciferase reporter (MCF7-derived line), luminescence, 24 h. Potency, µM (highest dose often 46.1 µM), without a hit: at the top dose activation, usual class: activators. actives 0.31% (n = 410,000). AID 624171; note: potency is the fitted concentration of half-maximal effect; % of control where 0% means no effect; nearly all actives have a fitted effect of over 65% in size
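AREc32_Fluc, 1000 cells/well, OPTI-MEM + 5% FBS, o/n 37 deg C 5% CO2; 23 nL cpd by pin tool, 24 hr; Steady-Glo 30 min RT, luminescence.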
MmCpn inh: M. maripaludis TRiC chaperonin inhibition; purified Mm-Cpn ATPase, ADP Transcreener TR-FRET; Potency, µM (doses to about 76.9 µM), inactives show at the highest dose activity, negative = inhibition, actives largely listed as inhibitors; actives 0.031% (n = 330,000); note: potency is the fitted concentration of half-maximal effect; % is set by controls: 0 for no effect and ±100 for the full control effect; nearly all actives have a fitted effect of over 80% in size
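Eu-cryptate anti-ADP/ADP-d2 competition gives a ratio inversely related to ADP. Enzyme at 25 nM was pre-exposed to compound for 10 min, then given 10 uM ATP for 30 min, 37°C throughout.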
CCT modulator: cytosolic chaperonin activity modulation | purified chaperonin ATPase assay, HTRF ADP detection, 30 min | actives 0.3% (n = 360,000) | activity change, % (no concentration beside the values), hits read low; in the data active = activity change below about -30%; note: % is set by controls: 0 for no effect and ±100 for the full control effect
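We incubate TRiC, 40 or 20 nM final, with library compounds at 76 uM and 10 uM ATP for 30 min at 37 °C. ADP formed is detected with Transcreener HTRF reagents after 30 min at room temperature.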
Abeta yeast res: restores growth of yeast expressing A-beta42 peptide; AID 1347071; actives 0.063% (n = 410,000); yeast expressing A-beta42, growth rescue, OD600, 48 h; response scale: 0% DMSO, 100% iron-clioquinol control; Potency, µM (highest dose often 46.1 µM), without a hit: top-dose growth rescue, hits mostly activators; note: potency is the fitted concentration of half-maximal effect; nearly all actives have a fitted effect of over 55% in size
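Yeast growth medium received pinned compounds, then yeast cells expressing toxic A-beta were added; plates incubated at 30 C for 48 hr. Growth read as absorbance at 600 nm, normalized to DMSO and equimolar FeCl3 plus clioquinol controls.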
HepG2 viability: counter-screen for TGF-b inhibitors: cytotoxicity in HepG2 cells; HepG2 CAGA-GFP viability, ATP luminescence, 18 h; Potency, µM (highest dose often 46.1 µM), for inactives: at the top dose activity change, negative = cytotoxicity, usual class: cytotoxic; actives 0.76% (n = 410,000); note: potency is the fitted concentration of half-maximal effect; some results filed as inactive show a strong effect at the top dose
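HepG2 CAGA-GFP cells (1000/well, DMEM with 1% FBS) received compound, then TGF-beta at 500 pg/mL final, and were incubated 18 hours at 37 degrees C. Viability was read by CellTiter-Glo luminescence. Media-only wells were set as complete cell-killing and DMSO as no toxicity.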
Akt phos inh: Akt phosphorylation inhibition | activity change, % for hits at 50 µM | actives 0.32% (n = 360,000) | Neuro2A IGF-stimulated pAkt S473 HTRF, 20 min; hits give low values | AID 651550; in the data active = activity change below about -80%; inconclusive = mostly about -51% to -80%; note: % is set by controls: 0 for no effect and ±100 for the full control effect
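Single-point screen (50 µM final compound) in Neuro2A cells stimulated 20 min with 6 nM IGF at 37 deg C. After lysis, Ser473-phosphorylated Akt read by HTRF (ex 330 nm, em 615/665 nm) as the 665/615 ratio.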
TGFb inhibitor: inhibitors of TGF-b signaling | HepG2 CAGA-GFP TGF-b/SMAD3 reporter, GFP fluorescence, 18 h; TGF-beta stimulated, 500 pg/mL final | Potency, µM (titrated, usually from 46.1 µM), inactives show at the top dose activity, negative = inhibition, actives largely listed as inhibitors | actives 1.2% (n = 410,000) | AID 588855; note: potency is the fitted concentration of half-maximal effect; % is set by controls: 0 for no effect and ±100 for the full control effect; nearly all actives have a fitted effect of over 65% in size
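Read-out: total well GFP (ex488/em500-530) summed from mean per-cell fluorescence. Cells: HEPG2 CAGA-GFP, 1% FBS DMEM, 18 h at 37 degrees C with 500 pg/mL final TGF-beta. Unstimulated wells served as the full-inhibition control; stimulated DMSO wells = 0%.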
A549 tox: counter-screen for Nrf2 inhibitors: cytotoxicity in A549 cells; A549 ARE-Fluc cells, CellTiter-Fluor viability, 18-24 h; Potency, µM (series often up to 46 µM), for inactives: at the top dose activity change, negative = cytotoxicity, hits mostly inhibitors; actives 0.16% (n = 390,000); AID 504648; note: potency is the fitted concentration of half-maximal effect; % is set by controls: 0 for no effect and ±100 for the full control effect
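A549 ARE_Fluc cells in 5% FBS OPTI-MEM were exposed to compounds in concentration-response for 18-24 h at 37 deg C. Viability was read by CellTiter-Fluor fluorescence (Ex 405/Em 525) after 30 min, before the luciferase read.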
* hit, by the source's call; i = inactive; ? = inconclusive; · = no result given; [ ] = another dose, or the depositor's remark. Unless noted, calls come from the whole dose curve; as a rule, active = well fitted curve in the direction sought with a large enough effect; inconclusive = small, poorly fitted or top-dose-only effect, or another doubt; inactive = no such curve, though single readings can be large; an effect the other way counts as inactive or inconclusive. The order is random; about 4.3% have a hit in one of these screens.

SMILES | Nrf2 block | Nrf2 activator | MmCpn inh | CCT modulator | Abeta yeast res | HepG2 viability | Akt phos inh | TGFb inhibitor | A549 tox
COc1ccc(Nc2nc(C(=O)N3CCc4ccccc4C3)cs2)cc1 | -30% | 0.2% | -4% | -5.9 | -8% | -46% | i | ? | 1%
Cc1cccc(N2CCN(c3c4c(nc5nncn35)CCC4)CC2)c1C | -10% | 0.2% | · | · | -9% | -4% | · | · | 1%
COC(=O)c1ccc(Cn2c(C)c(C(=O)NCc3ccco3)sc2=O)o1 | · | 0.8% | · | -0.6 | -4% | -2% | · | 14% | ·
CCSc1nnc(NC(=O)Cc2ccc(OC)c(S(=O)(=O)N3CCOCC3)c2)s1 | -22% | -0.8% | 1% | -0.7 | 5% | -12% | i | -7% | 2%
CCn1c(CC(=O)Nc2ccc(Cl)cc2)nnc1SCC(=O)N1CCOCC1 | -2% | 0.1% | 0% | 0.2 | 1% | 9% | i | 13% | -11%
CCCCn1c(N)c(N(CCOC)C(=O)COc2c(C)cccc2C)c(=O)[nH]c1=O | -2% | -0.4% | 2% | -0.7 | -10% | 2% | i | -5% | -3%
COc1ccc(OCC(=O)N/N=C/C2CC=CCC2)cc1 (stereo not given) | -10% | -0.2% | 1% | -0.4 | -3% | -15% | i | -9% | 13%
Cc1ccc(C)c(C(=O)COc2ccc(C)nc2[N+](=O)[O-])c1 | · | ? | 0% | -2.1 | 31% | -39% | i | ? | 2%
Cc1nc(/C(=N/O)C(N)=O)cs1 | 2% | -0.1% | -1% | -1.7 | -3% | 3% | i | 14% | 2%
N/C(=N\OC(=O)c1cc(-c2ccccc2)nc2ccccc12)c1ccncc1 | -6% | -0.8% | 0% | -3.2 | -3% | -37% | i | 0% | -4%
Cc1ccc(NC(=O)CCCN2C(=O)COc3ccc(C)cc32)c(Cl)c1 | ? | 5.3% | · | · | -7% | -34% | · | · | 3%
COc1ccccc1CN1CC(C(=O)NCCCc2ccc(F)cc2)CCC1=O (stereo not given) | ? | -0.4% | 2% | 1.1 | -2% | -26% | i | -9% | 0%
Cn1c(C(=O)N2COCC2(C)C)cc2c(=O)n3ccccc3nc21 | 5% | 1.5% | -2% | -0.5 | -4% | 5% | i | 11% | 1%
Cc1cccc2sc(NC(=O)C3=NN(c4ccccc4)C(=O)CC3)nc12 | -24% | 7.2% | 2% | 1.4 | -5% | -5% | i | 7% | -4%
COCCn1c(=O)[nH]c2cc(C(=O)OC)ccc2c1=O | -2% | -0.5% | 2% | -0.7 | 6% | -4% | i | -7% | 4%
O=C1CCCc2nc(N3CCCCC3)sc21 | ? | 8.0% | 1% | -27 | -9% | -2% | i | -2% | -4%
N#C/C(=C/C=C/c1ccccc1)C(=O)Nc1ccccc1 | ? | ? | -14% | -0.3 | 20% | -20% | i | -6% | -20%
Cc1ccc(CSc2ccc(C(=O)N3CCOCC3)cc2[N+](=O)[O-])cc1 | 4% | -0.4% | -3% | -5.3 | -8% | -6% | i | 15% | -3%
CCOc1c(Cl)cc(CNCC(C)C)cc1OC | · | -0.4% | 1% | 0.2 | -11% | -2% | i | -6% | 3%
CCN(CC(=O)Nc1cc(Cl)ccc1C)C(=O)c1cc([N+](=O)[O-])ccc1N1CCOCC1 | 18% | -0.2% | 1% | 0.2 | -12% | 6% | i | 26% | -9%
C=CCN(C(=O)Cn1nc(C)n2c(cc3cc(C)ccc32)c1=O)c1ccccc1 | ? | 0.3% | 3% | -0.1 | · | -24% | i | -3% | 0%
COc1ccc(/C=N/NC(=O)c2cccnc2)c(C(=O)O)c1OC | ? | 0.5% | -1% | -0.6 | 7% | -15% | i | 0% | 0%
CCOC(=O)c1cc(C#N)c(SC)nc1C | 3% | 4.7% | 0% | 4.9 | 3% | 0% | i | 3% | 0%
O=C(/C=C/Nc1ccc(F)cc1)c1ccco1 | ? | ? | 1% | 1.0 | 6% | -30% | i | 0% | -16%
Cc1cccc(N2C(=O)C(CC(=O)Nc3ccccc3)N(C3CCCCC3)C2=O)c1 (stereo not given) | -4% | -0.5% | · | · | -1% | -5% | · | -10% | -5%
Cc1ccc(F)cc1NC(=O)CSc1nnc(CNC(=O)c2ccco2)n1C | -1% | -0.7% | 3% | -0.3 | 3% | -26% | i | ? | 2%
Cc1cc(C)cc(N(CC(=O)NCc2ccco2)C(=O)CCC(=O)Nc2ccccn2)c1 | · | 8.5% | 0% | -0.2 | 1% | -2% | i | -15% | 1%
CC1(C)Oc2ccc(C(=O)NC3CCCC3)cc2N(CC(=O)NC2CCCCC2)C1=O | ? | 0.4% | 1% | -1.0 | -10% | -13% | i | 12% | ·
COc1ccccc1CC(=O)Nc1ccc(-c2nnc(-c3ccco3)o2)cc1 | 9% | 2.3% | -1% | 1.2 | 8% | 1% | i | -6% | 0%
Cc1sc2nc(-c3ccco3)oc(=O)c2c1C | · | ? | 1% | 1.3 | -14% | -26% | i | -25% | -1%
Cc1cc(O)c(-c2cc(C(=O)Nc3ccc(S(=O)(=O)N4CCOCC4)cc3)[nH]n2)cc1C | ? | 1.9% | 2% | -1.8 | 4% | -42% | i | ? | 4%
CCc1ccc(N(C(=O)c2csnn2)C(C(=O)NC2CCCCC2)c2cccnc2)cc1 (stereo not given) | 16% | -0.1% | -1% | 1.4 | -10% | 1% | i | 11% | -8%
O=C(Cn1nc(-c2ccc(N3CCOCC3)c([N+](=O)[O-])c2)c2ccccc2c1=O)N1CCCCC1 | ? | 0.0% | 1% | 0.9 | 8% | -23% | i | 14% | -10%
CC(C)(C)C(=O)CN1CCN(S(=O)(=O)c2ccc(F)cc2)CC1 | · | -0.7% | 3% | 0.8 | 4%[9.22 µM] | 13% | i | -6% | -1%
CC(C)(C)c1ccc(S(=O)(=O)N2CCN(CC(=O)NC(=O)NC3CCCCC3)CC2)cc1 | ? | -0.6% | 1% | -5.7 | ? | -5% | i | 10% | -19%
CN(c1ccccc1)P(=O)(N(C)c1ccccc1)N(C)c1ccccc1 | 16µM* | -0.2% | -1% | -0.5 | 8% | -45% | i | ? | ?
Cn1c(=O)[nH]c(=O)c2c1nc(SCCN1CCOCC1)n2Cc1ccccc1 | -1% | -0.6% | -1% | -0.6 | 3% | -5% | i | 1% | 3%
O=C(CN1C(=O)NC(Cc2ccccc2)C1=O)Nc1ccc(F)c(F)c1F (stereo not given) | -2% | -0.3% | -1% | -4.7 | 6% | -2% | i | 4% | -1%
COc1ccccc1C1C2CCCCC2(O)CCN1CC(=O)Nc1ccccc1 (stereo not given) | · | -0.8% | -1% | -4.0 | -8% | 0% | · | 3% | -13%
Cn1c(=O)c2c(ncn2CC(=O)Nc2nnc(Cc3ccccc3)s2)n(C)c1=O | · | -0.7% | -2% | -4.7 | 0%[9.22 µM] | 1% | i | 12% | -9%
C=CC[C@@H](CC(=O)N[C@H](CO)Cc1ccccc1)C(=O)NCCOC(=O)[C@@H](CC=C)Cc1ccc(F)cc1 | -7% | 0.0% | 3% | -3.8 | 8% | -17% | i | 6% | 3%
CC1(C)C2CCC1(CS(=O)(=O)N1CCC(C(=O)O)CC1)C(=O)C2 (stereo not given) | 6% | -0.4% | -2% | 0.0 | -17% | -4% | i | 1% | -10%
Cc1nc2scc(C)n2c(=O)c1S(=O)(=O)Nc1ccc(OC(F)(F)F)cc1 | -26% | 2.1% | -1% | 0.1 | -12% | -19% | i | -16% | 8%
O=C(CCCOc1ccc(Cl)cc1Cl)Nc1ccccn1 | ? | -0.6% | -2% | -0.4 | 9% | 11% | i | 15% | -2%
Cc1cc2oc(=O)cc(CN(Cc3ccccc3)Cc3ccccc3)c2cc1Cl | · | -1.0% | · | -1.7 | -1% | -32% | i | ? | ·
COc1ccc2nc(NC(=O)C3CSC4(C)CCC(=O)N34)sc2c1 (stereo not given) | 25% | 4.7% | -5% | -4.4 | 10% | 11% | i | 0% | -17%
COc1ccc(OC)c(CCNC(=O)CS(=O)(=O)Cc2nc(-c3ccccc3C)oc2C)c1 | ? | -0.6% | 1% | -0.9 | 0% | -30% | i | ? | -5%
O=C(Nc1nnc(-c2ccco2)o1)c1cccc(Cl)c1 | 5% | 3.1% | 2% | 0.4 | 6% | 7% | i | -7% | 0%
CCOC(=O)c1nnsc1C(OC)Oc1ccccc1 (stereo not given) | -11% | -1.3% | · | -5.3 | -1% | -33% | i | 11% | 0%
Cc1ccc(NC(=O)CCC(=O)NNC(=O)COc2ccccc2)c(C)c1 | -7% | 0.0% | 0% | -2.5 | -14% | -33% | i | 16% | 7%

New compounds follow.
SMILES | Nrf2 block | Nrf2 activator | MmCpn inh | CCT modulator | Abeta yeast res | HepG2 viability | Akt phos inh | TGFb inhibitor | A549 tox
c1ccc(-c2cc(N3CCOCC3)nc3ccccc23)cc1 | ? | 4.8% | · | -0.3 | 26% | -22% | i | 5% | -6%
CCOC(=O)c1c(-c2ccccc2)nc2cc(C)ccn12 | 28% | 2.6% | -1% | -2.2 | -27% | -33% | i | 5% | 9%
COc1ccc(-c2nc(CSCC(=O)NCCC3=CCCCC3)c(C)o2)cc1OC | -18% | 0.2% | 0% | -2.8 | -5% | -24% | i | -13% | -2%
CCN1CCN(C(=O)c2ccc3c(Cl)c4c(nc3c2)CCCC4)CC1 | 6% | 7.0% | 1% | -2.4 | -13% | -10% | i | -16% | -3%
CC1CCN(C(=S)Nc2cccc(S(=O)(=O)N(C)C)c2)CC1 | 0% | 0.2% | 0% | -2.1 | 9% | -2% | i | 7% | -2%
Cc1cc(C(=O)COC(=O)c2ccc(Cl)c(S(N)(=O)=O)c2)c(C)n1C1CC1 | ? | 0.6% | -1% | -0.8 | 3% | -10% | i | 0% | -3%

Screening results as filed in PubChem BioAssay.
